Tcruzi prolif = T. cruzi proliferation inhibition; inhibition, % at 8.34 µM; T. cruzi beta-gal in NIH3T3, GalScreen luminescence, 90 h; 77,000 tested, 5.9% active;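 active = mean inhibition above about 93%, with at least 55% of replicates each passing it, limit read from the data, passing the limit was not always enough; inconclusive = only one of those two conditions holds; inactive = neither condition holds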
C diff growth = blocks growth of Clostridium difficile; growth activity, negative = inhibition, % at 16 µg/mL (by protocol); 86,000 tested, 0.25% active; Clostridium difficile clinical isolate growth, OD600, 24 h; stronger effect = lower value;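 active = mean growth activity at or below -80% and every replicate also at or below -80%; inconclusive = mean at or below -80% but some replicate above -80%; inactive = mean growth activity above -80%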;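 also: 0% = DMSO wells and -100% = levofloxacin 16 µg/mL wells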
Pf Dd2 inh = P. falciparum Dd2 growth inhibition. SYBR Green, 72 h; stronger effect = lower value. activity change, % at 10 µM. 94,000 tested, 2.3% active; in the data active = activity change below about -80%; inconclusive = no clear call, values can overlap the other calls
KDM4C inh = inhibitors of human demethylase GASC-1 KDM4C; GST-KDM4C 2-372, H3K9me3 peptide, LANCE TR-FRET; inhibition, % at 12.5 µM; 96,000 tested, 0.15% active;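 active = mean replicate inhibition above about 25%, with at least 55% of replicates also reaching it, limit read from the data, passing the limit was not always enough; inconclusive = only one of those two conditions met; inactive = neither condition met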
Target sequence (Q9H3R0 2-372 limits assumed): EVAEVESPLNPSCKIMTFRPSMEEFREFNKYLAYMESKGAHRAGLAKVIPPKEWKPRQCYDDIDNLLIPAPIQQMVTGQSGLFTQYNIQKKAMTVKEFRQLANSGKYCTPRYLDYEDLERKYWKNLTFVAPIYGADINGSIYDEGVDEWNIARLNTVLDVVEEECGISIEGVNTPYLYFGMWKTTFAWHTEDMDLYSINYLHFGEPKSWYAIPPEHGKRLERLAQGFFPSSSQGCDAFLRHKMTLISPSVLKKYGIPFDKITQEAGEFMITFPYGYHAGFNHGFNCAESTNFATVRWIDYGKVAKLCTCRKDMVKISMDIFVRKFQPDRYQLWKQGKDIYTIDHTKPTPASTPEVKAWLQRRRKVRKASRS
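Test system: N-terminal GST-fused human GASC-1 (KDM4C) fragment, residues 2-372; quantity: GASC-1 enzyme at 10 nM final in reaction; dosing: single dose; schedule: 30 min demethylation and 1 h detection at room temperature; signal: LANCE TR-FRET, excitation 340 nm, emissions 618 and 671 nm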
* = called active by the depositor; ? = inconclusive; / = no result given; & = joins results of further samples.

SMILES	Tcruzi prolif	C diff growth	Pf Dd2 inh	KDM4C inh
CO[C@H]1CN(C)C(=O)c2cc(NC(=O)c3cnccn3)ccc2OC[C@@H](C)NC[C@H]1C	-13.2	/	22.7	2.5
C[C@H](CO)N1C[C@H](C)[C@H](CN(C)C(=O)Cc2cccnc2)Oc2ncc(-c3cncnc3)cc2C1=O	-214.3	0.9	12.3	0.7
COCC(=O)Nc1ccc2c(c1)OC[C@@H](C)N(C(=O)c1ccccn1)C[C@H](C)[C@H](OC)CN(C)C2=O	-12.1	0.7	0.3	2.1
CC(=O)N(C)C[C@@H]1Oc2cc(C#Cc3ccc(F)cc3)ccc2S(=O)(=O)N([C@@H](C)CO)C[C@H]1C	72.1	2.0	-63.8	2.9
COc1ccc(S(=O)(=O)N2CCCCN3[C@H](C2)[C@H](c2ccc(C#CC4CC4)cc2)[C@@H]3CO)cc1	123.5*	41.9	16.1	-0.2
C[C@H]1CN([C@@H](C)CO)C(=O)c2cccc(NC(=O)c3cnccn3)c2O[C@H]1CN(C)S(C)(=O)=O	-90.6	-6.9	34.1	-0.4
C[C@H](CO)N1C[C@H](C)[C@@H](CN(C)C(=O)Nc2ccc(F)cc2)Oc2ncc(Br)cc2C1=O	-90.4	0.5	20.2	1.1
C/C=C/c1ccc2c(c1)[C@H]1[C@H](CCN1S(=O)(=O)c1ccccc1)[C@H](CO)N2	81.2	4.9	-5.9	-1.0
CCCNC(=O)N(C)C[C@H]1Oc2ncc(/C=C/c3ccccc3)cc2C(=O)N([C@H](C)CO)C[C@@H]1C	93.3	1.8	-47.3	-0.7
Cc1cccc(S(=O)(=O)N[C@H]2CC[C@H](CCNC(=O)CCN3CCCCC3)O[C@@H]2CO)c1	27.3	-2.1	19.3	-2.8

The list goes on; the last 2 above are carried over.
SMILES	Tcruzi prolif	C diff growth	Pf Dd2 inh	KDM4C inh
CCCNC(=O)N(C)C[C@H]1Oc2ncc(/C=C/c3ccccc3)cc2C(=O)N([C@H](C)CO)C[C@@H]1C	93.3	1.8	-47.3	-0.7
Cc1cccc(S(=O)(=O)N[C@H]2CC[C@H](CCNC(=O)CCN3CCCCC3)O[C@@H]2CO)c1	27.3	-2.1	19.3	-2.8
O=C(C[C@H]1CC[C@@H](NC(=O)Nc2ccccc2F)[C@H](CO)O1)NCc1ccc(Cl)cc1	43.1	1.1	2.7	-3.6
COc1ccc2c3c([nH]c2c1)[C@H](CO)N(C(=O)Nc1ccc(F)cc1)CC31CCN(S(=O)(=O)c2cccc(C)c2)CC1	/	-1.2	-82.6*	0.7
CN(C)C(=O)c1cccc(-c2ccc([C@@H]3[C@@H](CO)N4C(=O)CN(C(=O)C5CCCC5)C[C@H]34)cc2)c1	/	4.0	15.8	0.6
COc1ccc(NC(=O)Nc2ccc3c(c2)C(=O)N([C@@H](C)CO)C[C@@H](C)[C@@H](CN(C)C(=O)Nc2ccc(OC)cc2)OCCCC[C@H](C)O3)cc1	30.6	/	-39.3	0.4
CO[C@@H]1CN(C)C(=O)c2cc(NC(=O)CC(F)(F)F)ccc2OC[C@@H](C)N(S(=O)(=O)c2cn(C)cn2)C[C@H]1C	/	/	-1.2	2.1
CC(C)CC#Cc1ccc2c(c1)O[C@@H](CN(C)C(=O)c1ccccc1)[C@@H](C)CN([C@@H](C)CO)S2(=O)=O	120.3*	14.8	-69.5	-6.0
COc1ccc(C#Cc2ccc3c(c2)O[C@@H](CN(C)C(=O)CN2CCOCC2)[C@H](C)CN([C@@H](C)CO)S3(=O)=O)cc1	/	-4.6	-39.8	-1.6
CO[C@H]1CN(C)C(=O)c2cc(NC(=O)NC(C)C)ccc2OC[C@H](C)N(Cc2cncnc2)C[C@@H]1C	3.7	-13.7	50.0	0.9
COc1cccc(-c2ccc3c(c2)O[C@@H](CN(C)C(=O)C2CCOCC2)[C@@H](C)CN([C@H](C)CO)S3(=O)=O)c1	/	6.4	-20.3	3.1
C[C@H](CO)N1C[C@H](C)[C@H](CN(C)C(=O)N[C@H](C)c2ccccc2)OCc2ccccc2-c2ccccc2C1=O	-3.5	0.3	-8.4	0.1
COc1ccc(S(=O)(=O)N(C)C[C@H]2Oc3c(NC(=O)c4cc(C)nn4C)cccc3C(=O)N([C@@H](C)CO)C[C@@H]2C)cc1	-71.9	3.0	1.7	-0.6
CC(C)CC#Cc1ccc2c(c1)O[C@H](CN(C)Cc1ccccc1)[C@H](C)CN([C@H](C)CO)S2(=O)=O	104.0*	17.2	-50.9	0.6
O=C(CN1CCOCC1)N[C@H]1CC[C@@H](CCNS(=O)(=O)c2ccccc2F)O[C@@H]1CO	-2.6	/	21.5	1.0
N#C[C@@H]1[C@H](c2ccccc2)[C@H](CO)N1S(=O)(=O)c1ccc(F)cc1	33.2	-14.3	40.9	-3.0
CCCNC(=O)N(C)C[C@@H]1Oc2cc(C3=CCCCC3)ccc2S(=O)(=O)N([C@@H](C)CO)C[C@H]1C	39.6	-4.0	-60.2	4.3
O=C(NCC[C@@H]1CC[C@H](NS(=O)(=O)c2cccc(F)c2)[C@H](CO)O1)C1CCCCC1	/	-1.7	3.9	0.6
CC(C)CC#Cc1cnc2c(c1)C(=O)N([C@@H](C)CO)C[C@@H](C)[C@@H](CN(C)C(=O)Nc1cccc(F)c1)O2	89.3	13.6	-8.2	0.2
O=S(=O)(Cc1ccccc1)N1[C@H](CO)[C@@H](c2ccccc2)C12CN(CCC(F)(F)F)C2	/	15.3	-84.0*	-0.9
COC(=O)C[C@H]1CC[C@H]2[C@@H](COC[C@H](O)CN2S(=O)(=O)c2ccccc2C)O1	-20.7	-4.9	-3.3	0.5
CN(C)C(=O)[C@@H]1[C@@H](CO)[C@@H]2Cn3c(ccc(-c4ccccc4F)c3=O)[C@H]1N2C	-1.7	-2.1	8.7	-1.5
COc1cccc(C#Cc2ccc([C@@H]3[C@@H](C#N)N(C(=O)C4CCC4)[C@H]3CO)cc2)c1	91.0	15.1	-49.6	-0.6
CCCNC(=O)N1[C@H](CO)[C@@H]2c3ccccc3N(C(=O)c3ccc(F)cc3)C[C@@H]21	16.6	-3.1	-26.6	0.7
O=C(Cc1ccncc1)N1C[C@@H]2N[C@H](C1)C2c1ccc(/C=C/c2ccccc2)cc1 (stereo partly drawn)	/	-2.5&1.2	-73.2&-73.0	-2.3&15.2
Cc1ccccc1S(=O)(=O)N1C[C@@H](O)COC[C@H]2O[C@@H](CC(=O)N3CCOCC3)CC[C@@H]21	-10.1	/	4.1	0.2
CO[C@@H]1CN(C)C(=O)c2ccc(NC(=O)C3CCCC3)cc2OC[C@@H](C)N(C(=O)CC2CC2)C[C@@H]1C	66.0	/	-13.5	0.6
CO[C@H]1CN(C)C(=O)c2cc(NC(=O)c3ccno3)ccc2OC[C@@H](C)NC[C@H]1C	10.6	/	9.1	16.6
Cc1ccc(-c2cnc3c(c2)C(=O)N([C@H](C)CO)C[C@H](C)[C@H](CN(C)C(=O)Cc2ccncc2)O3)cc1	-8.5	-6.2	-43.9	-1.4
C[C@H]1CN([C@@H](C)CO)C(=O)Cc2cc(NS(=O)(=O)c3ccccc3)ccc2O[C@H]1CN(C)C(=O)Nc1cccc2ccccc12	26.4	-10.2	15.3	0.1
CCC(=O)N1C[C@H]2[C@@H](c3ccccc31)[C@H](CO)N2Cc1ccccc1Cl	43.0	-0.7	-6.4	-2.9
C[C@H](CO)N1C[C@H](C)[C@H](CN(C)C(=O)Nc2ccccc2)Oc2ncc(C#CC3CC3)cc2C1=O	58.2	/	-5.9	4.6

Part of the list above in order of SMILES length, lowest first:
SMILES	Tcruzi prolif	C diff growth	Pf Dd2 inh	KDM4C inh
O=C(Cc1ccncc1)N1C[C@@H]2N[C@H](C1)C2c1ccc(/C=C/c2ccccc2)cc1 (stereo partly drawn)	/	-2.5&1.2	-73.2&-73.0	-2.3&15.2
C[C@H](CO)N1C[C@H](C)[C@H](CN(C)C(=O)Nc2ccccc2)Oc2ncc(C#CC3CC3)cc2C1=O	58.2	/	-5.9	4.6
Cc1ccccc1S(=O)(=O)N1C[C@@H](O)COC[C@H]2O[C@@H](CC(=O)N3CCOCC3)CC[C@@H]21	-10.1	/	4.1	0.2

Further results follow:
SMILES	Tcruzi prolif	C diff growth	Pf Dd2 inh	KDM4C inh
COc1ccc2c3c([nH]c2c1)[C@H](CO)N(CC1CC1)CC31CN(C(=O)c2ccc(F)cc2)C1	/	-8.4	-62.4	-0.2
CO[C@@H]1CN(C)C(=O)c2cc(NS(C)(=O)=O)ccc2OC[C@H](C)NC[C@H]1C	11.7	1.2	-0.5	0.3
CCC(=O)Nc1ccc2c(c1)OC[C@H](C)N(Cc1ccccc1F)C[C@H](C)[C@@H](OC)CN(C)C2=O	8.6	-4.5	/	0.7
COCC(=O)N(C)C[C@@H]1Oc2cc(-c3ccc(OC)cc3)ccc2S(=O)(=O)N([C@H](C)CO)C[C@H]1C	-5.8	0.7	-4.0	-1.1
O=C(CN1CCOCC1)N1CCCCN2[C@H](C1)[C@H](c1ccc(-c3ccccc3F)cc1)[C@@H]2CO	26.1	-10.4	18.9	2.2
C[C@@H]1CCCCO[C@@H](CN(C)S(=O)(=O)c2ccc(Cl)cc2)[C@@H](C)CN([C@@H](C)CO)C(=O)c2cc(NC(=O)CCCN(C)C)ccc2O1	-4.1	3.8	-17.8	4.2
C[C@H](CO)N1C[C@H](C)[C@H](CN(C)S(=O)(=O)c2ccc(F)cc2)Oc2ccc(NC(=O)CCC(F)(F)F)cc2C1=O	6.9	-13.7	23.1	0.4
C[C@@H]1CN([C@H](C)CO)C(=O)c2cc(N(C)C)ccc2O[C@@H]1CN(C)Cc1ccc(Oc2ccccc2)cc1	35.1	-7.2	11.5	2.9
C[C@@H]1CCCCO[C@@H](CN(C)S(=O)(=O)c2cn(C)cn2)[C@H](C)CN([C@H](C)CO)C(=O)c2cc(NC(=O)Nc3ccc(F)cc3)ccc2O1	33.0	/	-41.3	2.1
C[C@@H]1CN([C@@H](C)CO)C(=O)c2cccc(NC(=O)c3nc4ccccc4s3)c2O[C@@H]1CN(C)Cc1ccc(Cl)c(Cl)c1	92.4	8.1	-71.3	-1.6
CC=Cc1ccc2n(c1=O)C[C@@H]1[C@@H](CO)[C@H](C(=O)N(C)C)[C@H]2N1CCc1ccccc1 (mixture of isomers)	37.0	-4.6	/	0.1
COc1ccc(NC(=O)Nc2ccc3c(c2)C(=O)N([C@H](C)CO)C[C@@H](C)[C@H](CN(C)Cc2ccc4c(c2)OCO4)OCCCC[C@H](C)O3)cc1	41.7	-2.9	-71.2	-1.0
C[C@H]1CCCCO[C@@H](CN(C)C)[C@@H](C)CN([C@@H](C)CO)C(=O)c2cc(NC(=O)c3ccccc3)ccc2O1	-32.2	-4.7	-17.8	0.9
O=C(C[C@@H]1C=C[C@@H](NC(=O)NC2CCCCC2)[C@@H](CO)O1)NCc1ccccc1	-3.4	/	28.7	-1.4
CC(C)NC(=O)N1[C@H](CO)[C@H](c2ccc(C#CC3CCCCC3)cc2)[C@@H]1C#N	106.7*	-4.6	-32.5	-1.1
COc1ccc(S(=O)(=O)Nc2ccc3c(c2)C(=O)N([C@H](C)CO)C[C@@H](C)[C@H](CN(C)Cc2ccncc2)OCCCC[C@@H](C)O3)cc1	88.2	4.0	-19.4	1.3
COc1ccc(NC(=O)N2C[C@H](O)COC[C@H]3O[C@@H](CC(=O)NC4Cc5ccccc5C4)CC[C@@H]32)cc1	6.5	/	10.7	2.0
C[C@H]1CN([C@@H](C)CO)C(=O)c2cccc(NC(=O)C3CCOCC3)c2O[C@@H]1CN(C)S(=O)(=O)c1ccc(F)cc1	21.6	-0.4	3.8	0.1
COc1ccc(S(=O)(=O)Nc2cccc3c2O[C@H](CN(C)C)[C@H](C)CN([C@@H](C)CO)C3=O)cc1	24.0	-0.2	-17.7	1.0
CN(C)CCCNC(=O)C[C@@H]1CC[C@@H]2[C@H](COC[C@H](O)CN2S(=O)(=O)c2ccc(Cl)cc2)O1	-9.4	8.1&-7.3	19.3	1.4
C[C@H](CO)N1C[C@H](C)[C@H](CN(C)Cc2ccc(C(=O)O)cc2)OCCCC[C@H](C)Oc2ccc(NC(=O)Nc3ccccc3)cc2C1=O	30.5	-2.7	21.8	0.1
C[C@@H]1CN([C@@H](C)CO)C(=O)Cc2cc(NC(=O)CCN3CCOCC3)ccc2O[C@H]1CN(C)Cc1ccc(Oc2ccccc2)cc1	85.2	-6.8	-44.5	0.9
C[C@@H]1CN([C@H](C)CO)C(=O)c2cccc(NC(=O)c3ccncc3)c2O[C@@H]1CN(C)Cc1ccc(C(=O)Nc2ccccc2N)cc1	89.8*	0.9	-46.8	0.3
C[C@H]1CN([C@@H](C)CO)C(=O)c2cccc(NS(=O)(=O)c3cccs3)c2O[C@H]1CN(C)Cc1ccccc1	34.5	-1.0	-7.4	-0.8
COc1ccc2c3c([nH]c2c1)[C@@H](CO)N(C(=O)CN1CCOCC1)CC31CCN(C)CC1	/	-5.2	27.0	0.6
C[C@@H]1CN([C@@H](C)CO)C(=O)c2cccc(NC(=O)Nc3ccc(C(F)(F)F)cc3)c2O[C@H]1CN(C)Cc1ccc2c(c1)OCO2	?	/	-47.7	/
COc1ccc2c3c(n(C)c2c1)[C@H](CO)N(C(=O)Cc1ccccn1)CC31CN(CC2CC2)C1	/	0.5	-22.6	0.1
CO[C@@H](CN(C)S(=O)(=O)c1cn(C)cn1)[C@H](C)CN(C(=O)Nc1ccc(F)cc1)[C@@H](C)CO	-18.1	/	25.0	-1.9
